CHRM1 PAM – human M1 muscarinic receptor positive allosteric modulators, primary screen, CHO-K1 cells, Fluo-8 calcium fluorescence, 1536-well; Muscarinic acetylcholine receptor M1 (Homo sapiens), P11229; CHO-K1 hM1, ACh EC20; 0% = ACh EC20, 100% = maximal ACh; activation, % at 3 µM; actives 0.088% (n = 360,000); AID 588819, 2011; in the data active = activation above about 19%, passing the limit was not always enough
TAAR1 antagonist – human TAAR1 antagonists, primary screen, Fluo-8 calcium fluorescence, CHO RD-HGA16 cells | actives 1.5% (n = 360,000) | antagonist | inhibition, % at 3 µM;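 active = inhibition above a per-plate cutoff, the mean inhibition of test compounds on that plate plus 3 SD, cut at about 49% in these data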;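 also: 0% = DMSO plus EC80 beta-PEA response and 100% = DMSO alone without agonist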
Target sequence (Q96RJ0 whole entry, looked up): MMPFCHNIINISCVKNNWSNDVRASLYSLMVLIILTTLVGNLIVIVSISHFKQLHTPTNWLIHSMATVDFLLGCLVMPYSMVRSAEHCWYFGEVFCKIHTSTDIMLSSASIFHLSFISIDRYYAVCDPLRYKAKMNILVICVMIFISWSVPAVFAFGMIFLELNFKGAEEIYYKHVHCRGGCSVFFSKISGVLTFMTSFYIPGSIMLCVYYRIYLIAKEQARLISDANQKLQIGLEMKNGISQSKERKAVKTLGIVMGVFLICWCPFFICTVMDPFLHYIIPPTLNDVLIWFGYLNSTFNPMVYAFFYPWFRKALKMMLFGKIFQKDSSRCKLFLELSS
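Assay system: CHO-derived RD-HGA16 cells stably expressing human TAAR1 plus Gα16. Timing: 140 s kinetic read after compound, 140 s after agonist. Technique: kinetic Fluo-8 calcium fluorescence measurement. Measure: % inhibition of agonist calcium response.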
CHRM1 antagonist – human M1 muscarinic receptor antagonists, primary screen, CHO-K1 cells, Fluo-8 calcium fluorescence, 1536-well | Muscarinic acetylcholine receptor M1 (Homo sapiens), P11229 | CHO-K1 hM1, ACh EC80 antagonist | inhibition, % at 3 µM | actives 1.3% (n = 360,000);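 active = percent inhibition above its own plate's cutoff, namely the mean of that plate's compound wells plus 3 SD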;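 also: peak over basal fluorescence ratio during 140 s after agonist addition; 0% = ACh EC80 plus DMSO and 100% = DMSO alone without agonist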
V1aR counter – agonists of human V1a receptor, primary screen, counter-screen for OXTR agonist project, fluorescence, CHO-V1R cells; Fluo-8 calcium fluorescence, agonist mode; 0% DMSO, 100% 3 nM vasopressin; activation, % at 3 µM; actives 0.25% (n = 320,000); AID 2797, 2010;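 active = activation above the mean activation of all tested compounds plus 3 SD, per screening run, cut at about 20% in these data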;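 also: signal is peak over basal fluorescence ratio across a 100 second FLIPR read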
Target sequence (P37288 whole entry, looked up): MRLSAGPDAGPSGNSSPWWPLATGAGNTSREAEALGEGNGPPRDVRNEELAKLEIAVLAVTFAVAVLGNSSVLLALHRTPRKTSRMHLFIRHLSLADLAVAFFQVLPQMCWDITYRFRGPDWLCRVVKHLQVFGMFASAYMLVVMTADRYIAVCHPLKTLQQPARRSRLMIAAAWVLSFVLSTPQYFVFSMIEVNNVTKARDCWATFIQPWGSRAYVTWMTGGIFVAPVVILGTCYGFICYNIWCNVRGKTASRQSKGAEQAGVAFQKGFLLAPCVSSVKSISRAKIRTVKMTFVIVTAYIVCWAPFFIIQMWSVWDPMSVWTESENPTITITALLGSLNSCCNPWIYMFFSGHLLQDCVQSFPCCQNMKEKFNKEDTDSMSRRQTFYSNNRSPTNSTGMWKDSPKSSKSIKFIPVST
CHO parental Ca – ATP-evoked calcium signal inhibitors, parental CHO, primary screen, counter-screen for OX1R antagonist project, cell-based, fluorescence, Fluo-8 calcium dye. parental CHO-K1, ATP-induced calcium, Fluo-8 fluorescence. AID 463079, 2010. actives 0.63% (n = 330,000). inhibition, % at 5.6 µM;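 active = inhibition above that plate's mean sample inhibition plus 3 SD, cut at about 26% in these data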;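 also: 0% = ATP-challenged DMSO wells and 100% = DMSO wells without ATP; some compounds past the cut are filed as inactive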
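Test system: parental CHO cells; detection: calcium-sensitive Fluo-8 fluorescence; evaluation: percent inhibition of calcium signal; also added: ATP as calcium-mobilizing challenge; repeats: one well per compound; control set: ATP-challenged DMSO wells low, unchallenged DMSO wells high; compound: single nominal dose of 5.6 µM per compound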
M1 ag – human M1 muscarinic receptor agonists, primary screen, Fluo-8 calcium fluorescence, CHO-K1 cells, HTS | actives 0.33% (n = 360,000) | activation, % at 3 µM | Muscarinic acetylcholine receptor M1 (Homo sapiens), P11229 | CHO-K1 hM1, agonist mode; 0% DMSO, 100% acetylcholine EC100;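 active = activation above the run's mean compound activation plus 3 SD, cut at about 16% in these data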;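 also: peak over basal fluorescence ratio within a 140 s kinetic read after compound addition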
OXTR potentiator – human OXTR potentiators, primary screen, fluorescence, CHO-OTR cells, Fluo-8 calcium. Oxytocin receptor (Homo sapiens), P30559. Fluo-8 calcium fluorescence, potentiator mode; 0% = oxytocin EC15, 100% = EC100. activation, % at 3 µM. actives 0.061% (n = 320,000). AID 2445, 2010;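 active = activation above that plate's cutoff, the mean activation of tested compounds plus 3 SD, cut at about 6.6% in these data, passing the limit was not always enough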;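 also: 100% uses oxytocin at 75 nM as the full agonist control; some results filed as inactive read as strong as hits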
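System: human OTR in CHO cells / Also added: sub-maximal oxytocin, roughly EC15 / Control set: EC15 oxytocin low, 75 nM oxytocin high / Schedule: 6 min compound pre-incubation at room temperature, 100 s kinetic read / Compound: single-point 3.0 µM / Replication: singlicate / Technique: Fluo-8 calcium dye fluorescence / Read-out basis: % activation of max/min ratio relative to oxytocin controls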
TAAR1 ag – human TAAR1 agonists, primary screen, Fluo-8 calcium fluorescence, CHO RD-HGA16 cells. actives 0.99% (n = 360,000). Trace amine-associated receptor 1 (Homo sapiens), Q96RJ0. vehicle wells 0%, saturating PEA agonist 100%. activation, % at 3 µM. AID 624467, 2012;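 active = activation above the mean activation of all test compounds in the run plus 3 SD, cut at about 38% in these data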
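test system = CHO RD-HGA16 cells carrying human TAAR1 plus Gα16 | schedule = 17-24 h seeding, 75 min 37 °C dye, 30 min RT | compound dosing = 3 µM single concentration | control set = DMSO and PEA EC100 | replicates = n 1 | signal = Fluo-8 fluorescence, 5 s baseline then 140 s kinetic read | measure = percent activation vs PEA EC100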
OXTR ag – human OXTR agonists, primary screen, fluorescence, CHO-OTR cells, Fluo-8 calcium; Fluo-8 calcium fluorescence; normalized: DMSO 0%, oxytocin 100%; activation, % at 3 µM; actives 0.32% (n = 320,000); AID 2435, 2010;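 active = activation above the mean of all tested compounds plus 3 SD, cutoff set per screening run, cut at about 20% in these data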;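 also: peak over basal fluorescence ratio from a 100 s FLIPR kinetic read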
* hit, by the source's call; · = no result given.

SMILES	CHRM1 PAM	TAAR1 antagonist	CHRM1 antagonist	V1aR counter	CHO parental Ca	M1 ag	OXTR potentiator	TAAR1 ag	OXTR ag
COc1ccc(-c2cn3ccc4ccccc4c3n2)cc1	2	6	-2	-1.7	-13	-6	-2	-2	-2.0
CCOc1ccc(S(=O)(=O)N(CC(=O)NC2CCCCC2C)Cc2ccco2)cc1 (configuration not stated)	2	42	-5	-0.1	-29	-5	-10	9	-2.4
COc1ccc(C(=O)OCC(=O)Nc2c(C)n(C)n(-c3ccccc3)c2=O)cc1	-3	-20	8	0.7	-11	-5	-8	0	2.0
CN(C)/C=C1\N=C(c2cccnc2Oc2ccc(Cl)cc2)OC1=O	-5	-3	-1	-1.3	-24	-5	-6	-2	-3.7
O=S1(=O)C=C(Sc2nc3cc(Cl)ccc3o2)c2ccccc21	17	·	-11	0.6	-4	-1	-1	·	1.5
COC(=O)c1c(NC(=O)CCCC(=O)O)sc2c1CCC2	6	-10	-6	-0.1	-10	-1	4	1	-0.7
Cc1cc(C)nc(OC(C(=O)O)C(OCCc2ccccc2)(c2ccccc2)c2ccccc2)n1 (configuration not stated)	17	18	-8	-1.2	-28	3	-20	99*	-2.1
O=S(=O)(NCc1cccnc1)c1cccn1-c1ncc(C(F)(F)F)cc1Cl	4	2	-4	7.5	-2	1	-7	3	5.3
CC(=O)Nc1nc2ccc(C(=O)NCCOC(=O)C3CCCCC3)cc2s1	4	1	-6	0.0	-6	-6	-17	4	-0.8
Cc1onc(-c2ccccc2)c1CNS(=O)(=O)c1cccc(Br)c1	7	-6	-11	-2.1	-25	-3	-6	-2	-2.4
Clc1ccc(/C=C/c2nc(Cl)c(-c3ccc(Cl)cc3)c(Cl)n2)cc1	1	2	-4	0.1	-3	-4	-3	-1	-0.1
COc1ccc(CNS(=O)(=O)NCc2ccc(OC)c(OC)c2)cc1OC	-6	7	3	4.0	-5	-1	-9	4	1.6
Cc1ccc2nc(-c3ccc4c(c3)OCCO4)cn2c1	8	2	-18	4.6	-3	-5	-6	2	-3.3
CCOc1ccc(-n2cc(C(=O)Nc3cccc(Cl)c3)c3cc(OC)c(OC)cc3c2=O)cc1	5	4	0	1.1	-5	-2	-11	3	0.4
CC(=O)Nc1ccccc1C(=O)C(=O)Nc1cccc(C(=O)N2CC(C)CC(C)C2)c1 (configuration not stated)	8	-13	-5	0.0	-14	-5	-12	-2	-1.2
CC1CN(C(=O)CSc2nc(-c3ccccc3)cs2)CC(C)O1 (configuration not stated)	4	-8	-7	-0.3	-6	-3	-5	6	-1.2
C/C(=N\NC(=O)c1ccc(Cn2cc(Br)cn2)o1)c1cccc(NC(=O)C(C)(C)C)c1	2	-2	-4	1.9	-5	-4	0	2	0.1
Cc1ccnc(NC(=O)c2cccc(NC(=O)Cc3ccccc3)c2)c1	4	26	1	0.1	-29	-8	-5	3	-0.7
Cc1ccc(Oc2ccc(OCC(=O)NC(C)C(=O)O)cc2)cc1 (configuration not stated)	1	-9	-20	0.1	-5	0	3	5	0.6
Cn1cccc1CC(=O)NNC(=S)NC(=O)c1ccccc1Br	5	-8	-1	-0.1	-8	-5	-3	3	0.1
CC(C)CN(C(=O)COC(=O)CCCc1c[nH]c2ccccc12)c1c(N)n(Cc2ccccc2)c(=O)[nH]c1=O	12	-8	-12	0.2	-15	-2	-15	2	-0.4
Cn1c(Cn2c(=O)sc3ccccc32)nnc1SCc1ccc(F)cc1	6	-7	-10	1.2	-9	-1	-4	1	-0.7
COc1ccc(Cl)cc1S(=O)(=O)N1CCN(CC(=O)C(C)(C)C)CC1	12	4	-12	1.4	-4	-4	-9	1	0.5
C=CCNc1cccc(Br)c1	0	-26	9	0.1	-16	-4	0	1	-0.2
Cc1ccc(C(=O)CN(C(=O)c2ccc(Cl)cc2)N2C(=O)CCC2=O)cc1	8	-5	-7	0.5	-12	-1	6	-1	-0.3

The list goes on.
SMILES	CHRM1 PAM	TAAR1 antagonist	CHRM1 antagonist	V1aR counter	CHO parental Ca	M1 ag	OXTR potentiator	TAAR1 ag	OXTR ag
COc1ccc(-c2nn(-c3ccccc3)cc2C(=O)N2CCOCC2)cc1	-4	2	12	8.0	-12	-6	-1	4	-0.4
Cc1ccc(CNS(=O)(=O)c2ccc3c(c2)n(C)c(=O)c(=O)n3C)cc1	11	-6	-19	-0.2	-4	-4	3	4	-0.2
O=C(C1CCN(S(=O)(=O)c2c(Cl)cccc2Cl)CC1)N1CCCCCCC1	13	6	-8	-1.2	1	1	-4	4	-0.9
COc1cc(C(=O)Nc2ccc(-c3nc4cc(C)ccc4o3)c(O)c2)cc(OC)c1OC	-1	42	6	0.3	-21	-3	-7	4	0.7
CCC1Oc2ccccc2N(CC(=O)NCCN2C(C)CCCC2C)C1=O (configuration not stated)	-8	6	6	-0.6	-9	-12	0	2	0.7
C=CCn1c(SCC(=O)c2cccs2)nc2sc(C)c(C)c2c1=O	-1	30	-4	1.6	-29	-6	-9	6	0.3
O=C(NCC(=O)N1CCN(C(c2ccccc2)c2ccccc2)CC1)c1ccc(Br)o1	3	1	-6	-1.9	-17	-5	-9	-3	-1.0
CC(C)(C)OC(=O)N/N=C\c1ccc[nH]1	-2	11	-1	0.2	-3	-2	-2	0	0.1
O=C(NCCc1ccccc1F)C1CC(=O)N(c2ccccc2)C1 (configuration not stated)	8	36	-9	0.7	3	-3	-3	11	-0.6
CCC(CN(C)C)Oc1cc(NCc2ccccc2)c2ncn(C(C)C)c2c1 (configuration not stated)	-4	·	6	0.3	-19	-11	2	·	0.3
COc1ccc(C(=O)CSc2nnc(CNC(=O)c3ccc(OC)c(OC)c3)n2C)cc1	6	-18	-6	-0.9	-20	-4	-5	-2	-1.8
Nc1c(C(=O)Nc2ccc(F)cc2)nnn1-c1cccc(C(F)(F)F)c1	10	-16	-8	2.6	16	-1	-11	-2	0.8
O=C(Nc1c(F)cc(F)cc1Br)c1cccnc1	7	-4	-3	-0.1	-5	-7	-3	8	-0.7
O=C(NNC(=S)NC(=O)c1ccc(Br)cc1)c1cccc([N+](=O)[O-])c1	-6	35	-1	64*	1	35*	-25	135*	31*
CC(C)(Oc1ccc(F)cc1)C(=O)OCC(=O)c1ccc(S(C)(=O)=O)cc1	9	3	-13	6.8	-4	0	-5	3	4.1
Nc1ccc(C(=O)N2CCN(S(=O)(=O)/C=C/c3ccccc3)CC2)cc1[N+](=O)[O-]	1	14	-9	5.8	-6	2	-7	9	5.4
CCOC(=O)/C(C#N)=C/c1cn(CCC(=O)O)nc1-c1ccccc1	3	-6	2	1.1	-13	-5	1	2	0.2
COc1ccc(N2C(=O)C3CCCN3C2c2cccc(OC)c2OC)cc1 (configuration not stated)	5	-28	-13	0.3	-10	0	0	0	1.1
CCN(CC)S(=O)(=O)c1ccc(OC)c(N)c1	-5	8	21	0.1	-14	-2	-16	3	-0.9
Cc1cc2c(C)cc(=O)[nH]c2cc1NC(=O)CCl	17	-21	-23	-0.7	1	0	-3	2	-0.6
CCC(C)NC(=O)c1ccccc1C(=O)NC(C)CC (configuration not stated)	5	9	-4	-0.1	-5	-2	2	5	0.5
CN(C)S(=O)(=O)c1cccc(COC(=O)c2cnccn2)c1	15	-4	-23	0.7	-12	-7	-3	1	1.2
Nc1ncc(S(=O)(=O)c2ccc([N+](=O)[O-])cc2)s1	-2	3	-4	·	·	-2	·	2	·
COc1cc(S(=O)(=O)N2CCC(O)(c3cccc(C(F)(F)F)c3)CC2)ccc1-n1cnnn1	-2	9	-3	5.0	-21	-4	-5	5	9.0
Cc1ccc(/C=N/NC(=O)c2ccc(NC(=O)c3ccccc3Cl)cc2)o1	-5	16	17	4.2	-17	-6	-1	3	2.1

A second format for 4 compounds above:
Values run as follows: CHRM1 PAM	TAAR1 antagonist	CHRM1 antagonist	V1aR counter	CHO parental Ca	M1 ag	OXTR potentiator	TAAR1 ag	OXTR ag
- Cc1ccc(CNS(=O)(=O)c2ccc3c(c2)n(C)c(=O)c(=O)n3C)cc1
  11	-6	-19	-0.2	-4	-4	3	4	-0.2
- COc1ccc(N2C(=O)C3CCCN3C2c2cccc(OC)c2OC)cc1 (configuration not stated)
  5	-28	-13	0.3	-10	0	0	0	1.1
- CN(C)S(=O)(=O)c1cccc(COC(=O)c2cnccn2)c1
  15	-4	-23	0.7	-12	-7	-3	1	1.2
- Cc1cc2c(C)cc(=O)[nH]c2cc1NC(=O)CCl
  17	-21	-23	-0.7	1	0	-3	2	-0.6

Additional records follow.
SMILES	CHRM1 PAM	TAAR1 antagonist	CHRM1 antagonist	V1aR counter	CHO parental Ca	M1 ag	OXTR potentiator	TAAR1 ag	OXTR ag
OC(c1cccnc1)c1nc(-c2ccc3c(c2)OCO3)cs1 (configuration not stated)	10	2	-17	·	·	0	·	0	·
Clc1ccc(OCc2nn3c(C4CCCCC4)nnc3s2)cc1	4	2	-42	-0.5	-3	2	-11	20	-1.1
O=C(COC(=O)[C@@H]1CCCN1C(=O)c1cccs1)Nc1ccc(Br)cc1	0	32	-6	1.8	-18	2	-10	17	3.5
COc1ccc(Oc2coc3cc(OC(=O)c4cncc(Br)c4)ccc3c2=O)cc1	-3	10	6	2.0	-20	-3	-12	-1	0.6
COc1ccc(C(=O)Nc2nc(N)n(-c3ccccc3)n2)cc1	4	-1	-1	-0.1	-3	-3	-8	2	-0.2
Cc1ccc(NC(=O)CSc2nc(C)c(Cc3ccccc3)c(=O)[nH]2)cc1C	10	-6	-13	0.4	-15	-3	-3	8	-0.2
O=c1[nH]c(C2CCN(S(=O)(=O)c3ccc(C(F)(F)F)cc3)CC2)nc2c1nnn2Cc1cccc(F)c1	5	1	-9	-0.2	-8	-4	3	-3	-0.3
COc1ccc(Cc2nnc(SCC(=O)Nc3ncc(C)s3)o2)cc1	8	-9	-4	0.4	-9	-2	-4	4	0.0
CCNc1sc(C(=O)c2cccs2)c(N)c1-c1nc2ccccc2s1	-1	19	28	2.9	-15	-1	-8	6	2.2
O=C1c2ccccc2C(=O)C12OC(c1ccccc1)C1(C(=O)c3ccccc3C1=O)C2c1ccc([N+](=O)[O-])cc1 (configuration not stated)	3	-25	0	0.5	-8	0	-23	4	0.1
